# Source: PubChem (Johns Hopkins Ion Channel Center)
# MrgX1 antagonist: antagonists of human MrgX1 receptor, primary screen, HEK293 cells, Fluo-4 calcium flux. Mas-related G-protein coupled receptor member X1 (Homo sapiens), Q96LB2. BAM8-22 antagonism; hits give low values. B-score at 10 µM. 1.3% of 310,000 active. AID 588676, 2011;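 active means calcium-response B-score plate-corrected more than 3 library SD below zero, starting fluorescence within 5 deviations, no agonist response on first addition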;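 further: peak minus trough fluorescence over baseline after final BAM8-22 challenge near maximal dose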
# Target sequence (Q96LB2 whole entry, looked up): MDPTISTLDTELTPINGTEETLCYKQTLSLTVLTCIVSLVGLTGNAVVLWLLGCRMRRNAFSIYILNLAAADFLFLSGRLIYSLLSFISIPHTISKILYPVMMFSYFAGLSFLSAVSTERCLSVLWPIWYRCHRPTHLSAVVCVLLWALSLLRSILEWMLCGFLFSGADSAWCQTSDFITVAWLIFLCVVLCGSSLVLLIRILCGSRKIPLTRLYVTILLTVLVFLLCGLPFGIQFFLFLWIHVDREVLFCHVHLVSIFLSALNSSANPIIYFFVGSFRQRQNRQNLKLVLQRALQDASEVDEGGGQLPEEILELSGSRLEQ
# TRPC4 potent: positive allosteric modulators of TRPC4, primary screen, cell-based, mouse TRPC4beta, HEK293 mu-opioid, Fluo-4 calcium; Short transient receptor potential channel 4 (Mus musculus), Q9QUQ5; DAMGO EC20, Fluo-4 Ca2+ flux; hits give high values; B-score at 10 µM; 0.42% of 310,000 active; AID 2227, 2009;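 active means B-score of calcium response area above 5 SD of library B-scores, with initial fluorescence ratio within 5 SD of library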;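 further: B-score of integrated fluorescence ratio over time as area under calcium response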
# RGS4 block: RGS4 inhibitors, primary screen, cell-based, HEK293 M3R inducible RGS4, calcium flux; Regulator of G-protein signaling 4 (Homo sapiens), P49798; 0.45% of 310,000 active; AID 463165, 2010; Fluo-4 calcium flux; hits give high values; triggered by carbachol at its EC20; B-score at 10 µM;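 active means B-score, a plate-corrected calcium signal, over three deviations above library mean, with baseline fluorescence within five deviations of library mean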;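 further: RGS4 expression induced by doxycycline in cells with stable M3 receptor; B-score is computed from the integrated fluorescence ratio over baseline after carbachol; higher B-score means a larger calcium signal and so more RGS4 inhibition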
# Target sequence (P49798 whole entry, looked up): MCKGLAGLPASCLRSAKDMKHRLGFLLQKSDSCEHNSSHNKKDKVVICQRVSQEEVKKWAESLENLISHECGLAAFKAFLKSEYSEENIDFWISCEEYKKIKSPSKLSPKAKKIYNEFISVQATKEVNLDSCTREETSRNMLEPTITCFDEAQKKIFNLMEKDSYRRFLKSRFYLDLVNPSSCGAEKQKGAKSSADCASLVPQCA
# MrgX1 ag: agonists of human MrgX1 receptor, primary screen, HEK293 cells, Fluo-4 calcium flux; 0.44% of 310,000 active; Fluo-4 calcium fluorescence, agonist mode; hits give high values; B-score at 10 µM; Mas-related G-protein coupled receptor member X1 (Homo sapiens), Q96LB2;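 active means calcium response B-score plate-corrected fluorescence ratio at least 3 library SD, with starting fluorescence B-score inside 5 SD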
#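 Assay system: stable human MrgX1 HEK293 cell line. Quantity: 15,000 cells per well. Schedule: cells plated overnight, dye loaded 0.5 h 37 °C, 0.5 h room temperature. Detection: Fluo-4 NW calcium-flux fluorescence, kinetic read. Read-out basis: peak-minus-minimum fluorescence over baseline, converted to B scores. Control set: positive and negative control wells on each plate.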
# MrgX1 allo act: positive allosteric modulators of MrgX1, primary screen, HEK293 cells, Fluo-4 calcium flux; Mas-related G-protein coupled receptor member X1 (Homo sapiens), Q96LB2; FDSS; hits give high values; B-score at 10 µM; 0.63% of 310,000 active; AID 588675, 2011;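 active means plate-corrected calcium response at least 3 library SD above typical, normal starting fluorescence, not activating the receptor alone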;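 further: compound read alongside a low EC10 to EC30 dose of BAM8-22 agonist; peak minus trough fluorescence over baseline measured at the second addition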
# TMEM16A inh: TMEM16A chloride channel inhibitors, primary screen, cell-based, HTS; AID 588511, 2011; normalized B-score (activity score, 25-100; higher = stronger inhibition) at 10 µM; HEK293 TMEM16A/YFP iodide influx fluorescence, ionomycin; Anoctamin-1 (Mus musculus), Q8BHY3; 1.2% of 310,000 active;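 active means ratio plate-corrected score three or more library SD toward inhibition, starting fluorescence score within five deviations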;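 further: score derived from kinetic fluorescence span divided by baseline fluorescence per well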
# TRPC4 inh: inhibitors of mouse TRPC4 channel, primary screen, Fluo4 calcium, HEK293 TRPC4beta/mu-opioid cells. B-score at 10 µM. DAMGO-evoked Fluo4 calcium flux; hits give low values. AID 2247, 2010. Short transient receptor potential channel 4 (Mus musculus), Q9QUQ5. 0.39% of 300,000 active;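 active means B-score over 3 SD under the library average, no early fluorescence shift, positive overall ratio signal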
#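 Material: HEK293 cells with stable TRPC4beta plus mu-opioid receptor expression; probe or stimulus: DAMGO in two steps, submaximal then maximal; technique: Fluo4 calcium fluorescence by kinetic imaging, 5 s 1 Hz baseline; measure: integrated fluorescence ratio relative to baseline, converted to per-well B score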
# TRPC4 act: activators of mouse TRPC4 channel, primary screen, Fluo4 calcium, HEK293 TRPC4beta/mu-opioid cells; B-score at 10 µM; Fluo4 calcium fluorescence; hits give high values; AID 2237, 2010; 0.49% of 310,000 active; Short transient receptor potential channel 4 (Mus musculus), Q9QUQ5;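 active means B-score above 5 SD of library B-scores, and initial fluorescence ratio not above library mean plus 5 SD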;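 further: positive B-score marks a calcium rise read as TRPC4 activation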
#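 System: HEK293 cells stably co-expressing mouse TRPC4beta and mu-opioid receptor; Schedule: Fluo4 dye loading 45 min at room temperature, 110 s recording; Detection: Fluo4 fluorescence, kinetic; Evaluation: B-scored integrated calcium fluorescence ratio; Controls: buffer (low) and maximal DAMGO (high).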
# TRPC6 act: mouse TRPC6 channel activators, primary screen, cell-based, HEK293, membrane potential dye. AID 2550, 2010. HEK293-TRPC6 membrane potential dye fluorescence; hits give high values. Short transient receptor potential channel 6 (Mus musculus), Q61143. 0.13% of 310,000 active. B-score at 10 µM;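 active means B-score of the integrated fluorescence ratio above library mean plus 3 SD, and starting fluorescence ratio within library mean plus 5 SD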;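 further: higher score means more depolarization so channel activation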
# ANO1 activ: TMEM16A chloride channel activators or potentiators, primary screen, cell-based, HTS. Anoctamin-1 (Mus musculus), Q8BHY3. HEK293 TMEM16A/YFP-H148Q/I152L, iodide quench fluorescence; hits give low values. B-score at 10 µM. 0.3% of 340,000 active;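 active means fluorescence-ratio B-score plate-corrected deviation score at least 3 library SD below zero, with starting fluorescence score within 5 deviations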;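 further: channel opened by trigger with iodide after compound preincubation; score built on the fluorescence ratio of max minus min over baseline; more negative score means more quench and so TMEM16A activation or potentiation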
# TRPC6 inhibitor: mouse TRPC6 channel inhibitors, primary screen, cell-based, HEK293, membrane potential dye | 1.1% of 310,000 active | B-score at 10 µM | ACh-evoked depolarization; hits give low values | Short transient receptor potential channel 6 (Mus musculus), Q61143;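 active means B-score under library mean minus 3 SD, initial fluorescence not abnormally high, positive integrated signal ratio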;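 further: B-score derived from integrated fluorescence ratio over the kinetic read; more negative B-score means stronger inhibition of depolarization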
# * hit, by the source's call; i = inactive; x = no result given. These rows are one share of the data; count on the stated rates, not on these rows.
SMILES,MrgX1 antagonist,TRPC4 potent,RGS4 block,MrgX1 ag,MrgX1 allo act,TMEM16A inh,TRPC4 inh,TRPC4 act,TRPC6 act,ANO1 activ,TRPC6 inhibitor
Cc1ccc(CC(=O)N2CCN(Cc3ccccc3)CC2)cc1,i,i,i,i,i,i,i,i,i,i,i
CN(C)CCc1nc2ccccc2c(=O)n1-c1ccccc1,i,i,i,i,i,i,i,i,i,x,i
O=C(O)[C@H]1NC[C@H]2C[C@H]21,i,i,i,i,i,i,i,i,i,i,i
Cc1cccc(-n2c(O)c(C=Nc3ccc(S(N)(=O)=O)cc3)c(=O)[nH]c2=O)c1,i,i,i,i,i,i,i,i,i,i,i
COc1ccc(CCNCc2ccccc2F)cc1OC,i,i,i,i,i,i,i,i,i,i,i
COc1ccc(CCC(=O)N2CCC3(CC2)OCCO3)cc1,i,i,i,i,i,i,i,i,i,i,i
Cc1cc(OCC(=O)O)c2c3c(c(=O)oc2c1)CCCC3,i,i,i,i,i,i,i,i,i,i,i
O=C1NC(=O)C(CCc2ccncc2)(c2ccccc2)C(=O)N1,i,i,i,i,i,i,i,i,i,i,i
C=CCn1c(O)c(C(C)=NCCc2ccccc2)c(=O)[nH]c1=O,i,i,i,i,i,i,i,i,i,i,i
C=C1C(O)(c2ccccc2)C2CC[N+]1(C)CC2 (configuration not stated),i,i,i,i,i,i,i,i,i,i,i
Cc1[nH]c2ccccc2c1CCCNC1CCCCC1,i,i,i,i,i,i,i,i,i,i,-5.7*
CN(C)CCN=Cc1c(O)n(-c2cccc(C(F)(F)F)c2)c(=O)[nH]c1=O,i,i,i,i,i,i,i,i,i,i,i
O=c1[nH]c(O)c(N=Nc2cccc(S(=O)(=O)N3CCOCC3)c2)c(=O)[nH]1,i,i,i,i,i,i,i,i,i,i,i
Cc1ccccc1N1C(=O)NC(=O)/C(=C\c2cc(C)n(C)c2C)C1=O,i,i,i,i,i,i,i,i,i,i,i
Clc1ccc(OCC#CCN2CCOCC2)cc1,i,i,i,i,i,i,i,i,i,i,i
O=C(CN1CCCCC1)c1ccccc1F,i,i,i,i,i,i,i,i,i,i,i
COc1ccc(C(=O)C2CCCN(Cc3ccon3)C2)c(OC)c1 (configuration not stated),i,i,i,i,i,i,i,i,i,i,i
OC(CNC1CCCCC1)C(F)(F)F (configuration not stated),i,i,i,i,i,i,i,i,i,i,i
COc1ccccc1-n1c(O)c(/C=C2\C=Nc3ccccc32)c(=O)[nH]c1=O,i,i,i,i,i,i,i,i,i,i,i
COc1cc(N2CCOCC2)ccc1/C=C1\C(=O)NC(=O)N(Cc2ccc3c(c2)OCO3)C1=O,i,i,i,i,12*,i,i,i,i,i,i
O=C(c1ccc(Cl)cc1)C1CCCN(Cc2ccc3nonc3c2)C1 (configuration not stated),i,i,i,i,i,i,i,i,i,i,i
NCCc1c(Cc2ccccc2)[nH]c2ccccc12,i,i,i,i,i,i,i,i,i,i,i
CC1CCCN(CC(=O)c2ccc(Cl)c(Cl)c2)C1 (configuration not stated),i,i,i,i,i,i,i,i,i,i,i
CN(C)C(=O)Oc1ccc(NC(=O)N2CCOCC2)cc1,i,i,i,i,i,i,i,i,i,i,i
N[C@@H](Cc1ccc(N(CCCl)CCCl)cc1)C(=O)O,i,x,x,i,i,i,x,x,x,i,x
CN(C)CC1CCCCC1OC(=O)c1ccc(Cl)c(Cl)c1 (configuration not stated),i,i,i,i,i,i,i,i,i,i,i
O=C(CCc1nnc2ccc(NCc3ccccc3)nn12)N1CCC2(CC1)OCCO2,i,i,i,i,i,i,i,i,i,i,i
C=CCN1C(=O)NC(=O)/C(=C/c2cnc(SC)nc2)C1=O,i,i,i,i,i,i,i,i,i,i,i
CCN(CC)Cc1c[nH]c2ccccc12,i,i,i,i,i,i,i,i,i,i,i
C=CCn1c(O)c(/C=C2/C=c3ccccc3=N2)c(=O)[nH]c1=S,i,i,i,i,i,i,i,i,i,i,i
CC1(C)N2CC3([N+](=O)[O-])CN1CC([N+](=O)[O-])(C2)C3,i,i,i,i,i,i,i,i,i,i,i
CCOc1cc2c(cc1OCC)-n1cccc1C(c1ccc(OC)cc1)NC2 (configuration not stated),-8.4*,i,i,i,i,i,i,i,i,i,i
COc1ccc(-c2nn(CCC#N)cc2C(=O)Nc2ccccc2Br)cc1[N+](=O)[O-],i,i,i,i,i,i,i,i,i,i,i
CC1CCC(NCCc2ccc3c(c2)OCO3)CC1 (configuration not stated),i,i,i,i,i,i,i,i,i,i,i
N/C(=N/[N+](=O)[O-])N1CCN(C(=O)Oc2ccc([N+](=O)[O-])cc2)CC1,i,i,i,i,i,i,i,i,i,i,i
Cc1cc(C)c(S(=O)(=O)NCC2CCC(C(=O)N3CCC4(CC3)OCCO4)CC2)c(C)c1 (configuration not stated),i,i,i,i,i,i,i,i,i,i,i
CCS(=O)(=O)N1CCC(C(=O)N2CCC3(CC2)OCCO3)CC1,i,i,i,i,i,i,i,i,i,i,i
COC(=O)N1C(c2ccccc2)C1c1ccccc1 (configuration not stated),i,i,i,i,i,i,i,i,i,i,i
C[C@@]12N[C@@H](Cc3ccccc31)c1ccccc12,i,i,i,i,i,i,i,i,i,i,i
CCCOC(=O)c1ccc(-[n+]2c(-c3ccccc3)cc(-c3ccccc3)cc2-c2ccccc2)cc1,i,i,i,34*,i,100*,i,i,i,-5.7*,i
Cc1cc(=O)oc2c(C)c(OCC(=O)N3C[C@H]4C[C@@H](C3)c3cccc(=O)n3C4)ccc12,i,i,i,i,i,i,i,i,i,i,i
CC(C)(C)c1cc(OC(=O)Cc2ccccc2)ccc1O,i,i,i,i,i,i,i,i,i,i,i
O=C(C1CCCO1)N1CCC2(CC1)OCCO2 (configuration not stated),i,i,i,i,i,i,i,i,i,i,i
C=CCN1C(=O)/C(=C/c2ccc(N3CCOCC3)o2)C(=O)NC1=S,i,i,i,i,i,i,i,i,i,i,i
COC(=O)C1=C(c2cc3ccccc3s2)C[C@@H]2CC[C@H]1N2C(=O)NCc1ccco1,i,i,i,i,i,i,i,i,i,i,i
CCn1c(O)c(N=Nc2cccc(S(=O)(=O)N3CCOCC3)c2)c(=O)n(CC)c1=S,i,i,i,i,i,i,i,i,i,i,i
Cc1noc(C)c1CC(=O)N1CCCC(N2CCN(c3ccccc3F)CC2)C1 (configuration not stated),i,i,i,i,i,i,i,i,i,i,i
N=c1n(CCO)c2ccccc2n1Cc1ccccc1,i,i,i,i,i,i,-7*,i,i,i,i
CCCCNC(=O)CN1C(=O)CN=C(c2ccccc2)c2ccccc21,i,i,i,i,i,i,i,i,i,i,i
O=c1[nH]c(=O)n(CCc2ccc(F)cc2)c(O)c1/C=N/N1CCCCC1,i,i,i,i,i,i,i,i,i,i,i
O=C1C2CCCN2C(c2ccc(Cl)cc2)N1c1ccccn1 (configuration not stated),i,i,i,i,i,i,i,i,i,i,i
CCC(C)n1c(O)c(/C=N/N2CCOCC2)c(=O)[nH]c1=S (configuration not stated),i,i,i,i,i,i,i,i,i,i,i
O=C(c1ccccc1F)c1cn(CC(=O)N2CCOCC2)c2ccccc12,i,i,i,i,i,i,i,i,i,i,i
CC(=O)c1cn(CC(=O)NCCc2c[nH]c3ccccc23)c2ccccc12,i,i,i,i,i,i,i,i,i,i,i
O=C1NC(=O)C(=Cc2cc3c(cc2[N+](=O)[O-])OCO3)C(=O)N1,i,i,i,i,i,i,i,i,i,i,i
CCc1nc2ccccc2c(=O)n1-c1cccc(OC)c1,i,i,i,i,i,i,i,i,i,i,i
CCn1c(O)c(C=NCc2cccs2)c(=O)[nH]c1=O,i,i,i,i,i,i,i,i,i,i,i
Cn1c(O)c(/C=C2\C=Nc3ccccc32)c(=O)n(C)c1=O,i,i,i,i,i,i,i,i,i,-4.8*,i
CCC(C)NC(=O)c1c(N)n(Cc2ccc3c(c2)OCO3)c2nc3ccccc3nc12 (configuration not stated),i,i,i,i,i,i,i,i,i,i,i
COc1ccc(C2(C#N)CC[N+](C)(C)CC2)cc1,i,i,i,i,i,i,i,i,i,i,i
COc1ccc(C(O)c2cc(OC)ccc2OP(=O)(N(C)C)N(C)C)cc1 (configuration not stated),i,i,i,i,i,i,i,i,i,i,i
CCCCOc1ccc(CN2CCN(CC)CC2)cc1,i,i,i,i,i,i,i,i,i,i,i

# Some of the entries so far, with bars between the fields:
SMILES | MrgX1 antagonist | TRPC4 potent | RGS4 block | MrgX1 ag | MrgX1 allo act | TMEM16A inh | TRPC4 inh | TRPC4 act | TRPC6 act | ANO1 activ | TRPC6 inhibitor
Cc1cc(OCC(=O)O)c2c3c(c(=O)oc2c1)CCCC3 | i | i | i | i | i | i | i | i | i | i | i
O=C1NC(=O)C(CCc2ccncc2)(c2ccccc2)C(=O)N1 | i | i | i | i | i | i | i | i | i | i | i
